# ELG1 DNA repair: blocks ELG1-dependent DNA repair in HEK293T cells. 2.3% of 330,000 active. HEK293T ELG1-luciferase reporter, luminescence, 16 h; DNA damage induced by 5-fluorouridine. Potency, µM (highest dose often 46.1 µM), without a hit: at the top dose activity change, negative = inhibition, actives largely listed as inhibitors. AID 504467; note: potency is the fitted concentration of half-maximal effect; % is set by controls: 0 for no effect and ±100 for the full control effect; nearly all actives have a fitted effect of over 55% in size
#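 In this reporter screen, reduction of luminescence relative to DMSO vehicle indicated activity. Compounds and 5-fluorouridine were added together to 2,000 cells per well, incubated for 16 hr at 37 °C, then developed with ONE-Glo.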
# Eya2 phos inh: inhibitors of human Eya2 phosphatase activity; O00167; recombinant Eya2, OMFP fluorescence dephosphorylation (OMFP is methylfluorescein phosphate); Potency, µM (highest dose often 76.9 µM), inactives show at the highest dose activity, negative = inhibition, usual class: inhibitors; 0.006% of 330,000 active; AID 488837; note: potency is the fitted concentration of half-maximal effect; % is set by controls: 0 for no effect and ±100 for the full control effect
# Target sequence (O00167 whole entry, looked up): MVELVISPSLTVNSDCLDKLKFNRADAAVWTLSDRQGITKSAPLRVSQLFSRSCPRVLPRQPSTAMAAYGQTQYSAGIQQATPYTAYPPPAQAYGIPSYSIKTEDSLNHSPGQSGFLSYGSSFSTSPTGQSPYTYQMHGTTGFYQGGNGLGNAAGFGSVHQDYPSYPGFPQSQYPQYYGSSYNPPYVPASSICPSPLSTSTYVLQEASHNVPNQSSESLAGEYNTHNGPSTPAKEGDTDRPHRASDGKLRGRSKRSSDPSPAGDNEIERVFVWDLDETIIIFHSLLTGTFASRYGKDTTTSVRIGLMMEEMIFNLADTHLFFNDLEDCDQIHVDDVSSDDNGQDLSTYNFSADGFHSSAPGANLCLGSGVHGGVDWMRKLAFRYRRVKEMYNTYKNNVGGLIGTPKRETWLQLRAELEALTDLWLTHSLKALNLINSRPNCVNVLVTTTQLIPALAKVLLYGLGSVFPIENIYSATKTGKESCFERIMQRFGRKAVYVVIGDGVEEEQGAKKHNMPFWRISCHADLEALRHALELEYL
#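 Eya2 (0.2 uM) preincubated 10 min at ambient with compound, then OMFP substrate added at 50 uM; 10 min reaction in 50 mM HEPES pH 7.5, 50 mM NaCl, 5 uM MgCl2, 0.05% BSA, 1 mM DTT. Fluorescence read at Ex 485/Em 525 nm.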
# TSG101-PTAP inh: blocks PTAP/TSG101 interaction to inhibit HIV-1 budding; Q99816; Fluorescence polarization, FITC-PTAP peptide / Tsg101 binding; Potency, µM (doses to about 115 µM), for the others: at the top dose activity change, negative = inhibition, most hits filed as inhibitors; 340,000 tested, under 10 active; active = well fitted inhibition curve with a large enough effect in the main read-out, with a control signal flat, not every such curve was filed as active; inconclusive = small, poorly fitted or top-dose-only effect, or effect the other way, or a change in a side signal; inactive = no such curve, though single readings can be large or run the other way; note: potency is the fitted concentration of half-maximal effect; % of control where 0% means no effect
# Target sequence (Q99816 whole entry, looked up): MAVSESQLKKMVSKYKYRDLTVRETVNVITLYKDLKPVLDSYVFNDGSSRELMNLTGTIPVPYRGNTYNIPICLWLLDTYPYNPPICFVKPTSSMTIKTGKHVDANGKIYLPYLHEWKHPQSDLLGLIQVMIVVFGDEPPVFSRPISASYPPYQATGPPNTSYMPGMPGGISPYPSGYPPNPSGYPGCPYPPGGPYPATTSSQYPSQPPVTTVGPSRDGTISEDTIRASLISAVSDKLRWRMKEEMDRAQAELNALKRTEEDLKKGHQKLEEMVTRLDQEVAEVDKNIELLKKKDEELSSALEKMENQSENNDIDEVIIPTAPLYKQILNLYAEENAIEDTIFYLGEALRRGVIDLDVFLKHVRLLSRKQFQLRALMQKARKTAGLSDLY
#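 Steps: Tsg101 binding domain dispensed (10 uM final), compounds pinned in DMSO, FITC-labeled PTAP-motif peptide added (50 nM final); after 20 min binding at room temperature, polarization measured.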
# ASM inhibitor: human S-ASM enzyme inhibition. Potency, µM (titrated, usually from 57.5 µM), for inactives: top-dose activity change, negative = inhibition, most hits filed as inhibitors. placental ASM, HMU-PC fluorogenic substrate, 60 min. 0.006% of 340,000 active. P17405; note: potency is the fitted concentration of half-maximal effect
#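 Fluorogenic HMU-PC substrate (9 uM final) is turned over by placental ASM in 60 min at 37 C after a 10 min compound preincubation. Reaction ended by alkaline stop (pH 10), with fluorescence read at 386/447 nm.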
# Tb PFK inh: T. brucei PFK enzyme inhibition. O15648. T. brucei PFK, ADP-Glo luminescence. Potency, µM (series often up to 57.5 µM), inactives show at the highest dose activity, negative = inhibition, usual class: inhibitors. 0.17% of 330,000 active. AID 485367;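 note: potency is the fitted concentration of half-maximal effect; 0% = uninhibited 1x PFK enzyme wells and -100% = no-enzyme wells; nearly all actives have a fitted effect of over 60% in size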
#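 Compounds were pin-transferred as a titration series up to 57 uM into substrate buffer (0.5 mM F6P, 0.1 mM ATP, pH 8.0), then 1.25 nM PFK was added and reactions ran 45 min before ADP-Glo detection.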
# TSHR antagonist: antagonists of human thyroid stimulating hormone receptor. activity change, negative = inhibition, % at 11.5 µM. 0.2% of 330,000 active. TSHR-expressing cells, TSH-stimulated cAMP HTRF, 2 h; active compounds read low. P16473;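 active = activity change below a set negative limit, meaning inhibition stronger than a set level, cut at about -70% in these data; inconclusive = activity change between two set negative limits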; note: % is set by controls: 0 for no effect and ±100 for the full control effect
#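 Freshly harvested TSHR cells receive pin-tooled compound, then EC80 TSH at 4nM final. After 2 hours at 37 deg C, antibody in lysis buffer and cAMP-d2 are added; 30 minutes at ambient temperature precede the HTRF read.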
# Chronic BCR inh: blocks chronic active B-cell receptor signaling; 0.05% of 340,000 active; Potency, µM (doses to about 46.1 µM), without a hit: at the highest dose ratio change, negative = lower green/red ratio, actives largely listed as inhibitors; ABC-DLBCL IkBa-CBG/CBR reporter, luminescence ratio, 4 h; AID 493014; active = well fitted inhibition curve with a large enough effect in the signal ratio, with a control signal flat, not every such curve was filed as active; inconclusive = small, poorly fitted or top-dose-only effect, or effect the other way, or a change in a side signal; the % refers to the signal ratio;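 note: potency is the fitted concentration of half-maximal effect; plate controls were basal doxycycline-induced cells for no effect and cells given 10 µM MG132 for full effect; MG132 reads +100%, hits lower the ratio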
#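 TMD8 human ABC-DLBCL cells with doxycycline-inducible IκBα–green luciferase fusion and unfused red luciferase, in 0.5% FBS medium; compounds up to 46 uM, 4 h at 37C. Green/red luminescence ratio, filter-overlap corrected, fitted to concentration-response curves.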
# TCR act: activators of T cell receptors; primary human leukocytes, anti-CD3, IL-2 HTRF, 48 h; Potency, µM (highest dose often 9.22 µM), for inactives: at the top dose activation of IL-2 secretion, most hits filed as activators; 330,000 tested, under 10 active; AID 504894; note: % of control where 0% means no effect
#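 Readout: HTRF IL-2, Eu-cryptate/d2 antibody pair, 320nm excitation, 665nm emission. Stimulus: a-CD3 beads, no co-stimulation. Cells: primary human leukocytes. Exposure: 48 hr with compound.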
# Mito fusion act: inhibitors of mitochondrial division or activators of mitochondrial fusion; Potency, µM (top dose mostly 46.1 µM), inactives show at the top dose growth rescue (activation), usual class: activators; S. cerevisiae fusion-defective mutant growth rescue, CellTiterGlo 48 h; 0.23% of 320,000 active;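 note: potency is the fitted concentration of half-maximal effect; % of control where 0% means no effect; nearly all actives have a fitted effect of over 45% in size; temperature-sensitive fusion mutants such as fzo1-1 at 37 °C on non-fermentable ethanol glycerol medium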
#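 Yeast fusion mutant, YPEG (non-fermentable carbon), compound, 48 h at 37C non-permissive; CellTiterGlo added, 10 min RT, luminescence read. Rescued growth = division inhibition.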
# A-T KAP1 phos: potential ataxia-telangiectasia treatment | […] A-T fibroblasts, KAP-1 phosphorylation AlphaLISA; neocarzinostatin DNA damage 30 min before lysis | Potency, µM (top dose mostly 57.5 µM), inactives show top-dose activation, hits mostly activators | 0.19% of 320,000 active | AID 485349; note: potency is the fitted concentration of half-maximal effect; % of control where 0% means no effect; nearly all actives have a fitted effect of over 45% in size
#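 ATM-like activity read as KAP-1 phosphorylation via AlphaLISA donor/acceptor antibody pairs after lysis and 6 hr at 25C. Cells were ATM-null patient fibroblasts ([…], hTERT), dosed 60 min, then exposed to the DSB inducer NCS for 30 min.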
# Integrin act MD: activators of alpha7 integrin expression for muscular dystrophy; 0.064% of 350,000 active; alpha7betagal myoblasts, beta-gal FDG fluorescence, 48 h; AID 624291; Potency, µM (doses to about 38.3 µM), for the others: at the highest dose activation, actives largely listed as activators;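 note: potency is the fitted concentration of half-maximal effect; 100% = response of the positive control SU9516; nearly all actives have a fitted effect of over 60% in size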
#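 alpha7betagal+/- myoblasts (passage 13, 250/well) treated 48 h at 37C with compounds at 1:260 dilution of DMSO stock. Lysed, then beta-galactosidase activity read as FDG fluorescence (ex 480/em 540) after 30 min, with pre-read for autofluorescence.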
# An asterisk follows results filed as active; ? = inconclusive; . = not tested or not shown; & = joins results of further samples; [ ] = another dose, or the depositor's remark. Unless noted, calls come from the whole dose curve; as a rule, active = well fitted curve in the direction sought with a large enough effect; inconclusive = small, poorly fitted or top-dose-only effect, or another doubt; inactive = no such curve, though single readings can be large; an effect the other way counts as inactive or inconclusive.
smiles | ELG1 DNA repair | Eya2 phos inh | TSG101-PTAP inh | ASM inhibitor | Tb PFK inh | TSHR antagonist | Chronic BCR inh | TCR act | Mito fusion act | A-T KAP1 phos | Integrin act MD
Cc1ccc(CN2CCC(Oc3cccc(C(=O)NCc4cccnc4)c3)CC2)o1 | -6% | -2% | 1% | 1% | -17% | 1 | 1% | 2% | -1% | 1% | -31%
CN1CCN(C(=O)C2=C[C@@H](C3CCCCC3)C[C@@H](OCc3ccc(CO)cc3)O2)CC1 | -2% | -13% | -1% | -1% | 0% | 4 | 0% | 11% | -4% | -15% | 33%
O=c1c2ccccc2nc(SCc2cc(=O)n3ccsc3n2)n1CCCO | ? | -20% | . | . | -14% | 7 | -15% | . | -2% | 2% | .
Cc1ccc(NC(=O)C2CCCCC2C(=O)O)cc1C (centres undefined) | 4% | -8% | -6% | 0% | 2% | -3 | 0% | -5% | 6% | -6% | 11µM*
S=C(NCc1cccc(Cl)c1)NCc1ccco1 | -3% | 7% | -3% | 2% | -16% | -2 | 4% | -10% | -13% | 0% | 20%
CCC(C)NC(=O)CN1c2cccc3cccc(c23)S1(=O)=O (centres undefined) | 0% | -2% | -3% | 20% | 0% | -10 | -1% | 0% | -2% | 5% | 8%
CCCn1c(NC(=O)c2ccco2)nc2ccccc21 | -17% | -8% | -13% | -1% | 16% | 0 | 6% | 1% | 8% | -4% | -22%
Cc1ccc(-c2cc(C(=O)Nc3ccc(S(=O)(=O)Nc4onc(C)c4C)cc3)c3ccccc3n2)cc1 | -10% | 13% | -1% | 11% | 5% | -17 | -1% | 3% | 10% | -1% | -4%
CC1=NN(c2ccccc2)C(=O)/C1=C\C=C\c1ccccc1 | 18µM* | -22% | -4% | -19% | 1% | -5 | ? | 4% | -6% | 22% | -69%[inhibitor]
COC(=O)c1ccccc1NC(=O)NN1CCN(C)CC1 | 7% | 15% | 0% | 2% | -3% | 3 | -1% | -6% | -1% | 1% | 40%
CCOC(=O)NC(=O)CSc1ccc(S(=O)(=O)N2CCCCC2)cn1 | -8% | -10% | -5% | 5% | 1% | . | 1% | 2% | . | 3% | 0%
CCN1CCN(C(C)C(=O)Nc2c(C)n(C)n(-c3ccccc3)c2=O)CC1 (centres undefined) | 1% | 15% | -2% | 3% | 2% | 3 | 6% | 9% | 2% | . | 8%
COc1cc2c(cc1OC)C(c1ccc(O)cc1)NCC2 (centres undefined) | . | -2% | 0% | 3% | -2% | -10 | 0% | . | 1% | 5% | -8%
COC(=O)COc1ccc(S(=O)(=O)N2CCN(c3ccccc3F)CC2)cc1C | -5% | -7% | -10% | -1% | -3% | -7 | 1% | . | 10% | -3% | 25%[7.66 µM]
CCC(c1nnnn1C(C)(C)CC)N(CCCO)Cc1cc2cccc(C)c2[nH]c1=O (centres undefined) | 5% | 6%[15.4 µM] | -1% | 1% | 1% | -8 | 1% | 0% | 2% | 6% | 8%
CNc1nc(C)c(C(C)(C)C)s1 | 2% | 0% | -5% | 1% | -4% | 3 | 3% | 3% | -1% | 12% | 24%
CC1c2nc3ccccc3n2C(CC(=O)NCCCN2CCOCC2)C(=O)N1Cc1ccccc1 (centres undefined) | -10% | 6% | -2% | -1% | 1% | -14 | 6% | 0% | 3% | 0% | 7%
COc1ccccc1CNC(=O)Cn1cnnn1 | 16% | -1% | -3% | 1% | 9% | 0 | 1% | -5% | 9% | 6% | -28%
COc1cc2c3c(c1OC)C1(C=CC(=O)C=C1)CC3N(C(C)=O)CC2 (centres undefined) | ? | -7% | -6% | -1% | 5% | -2 | ? | 7% | -1% | 3% | -22%
CCOc1ccc2nc(SCC(=O)NCC3CCCO3)c(C#N)cc2c1 (centres undefined) | -2% | 19% | -3% | 24% | 0% | -8 | 0% | 1% | 1% | 5% | -14%
CC(C)(C)C(=O)Oc1cc(N)n(S(=O)(=O)c2ccc(F)cc2)n1 | 3% | 1% | -6% | 0% | 5% | 15 | -7% | -7% | -3% | 7% | -8%
CCN(CC)C1CCN(C(=O)c2cc(COc3ccccc3SC)on2)C1 (centres undefined) | 3% | 11% | 0% | 4% | -6% | 3 | ? | -3% | 2% | 0% | ?
COc1cc(NC(=O)c2csc3c2CCCC3)ncn1 | ? | -3% | 3% | -2% | -4% | -10 | -7% | 6% | 1% | . | 17%
COc1ccc(NC(=O)/C=C/C(=O)O)cc1Cl | 4% | 9% | -18% | 5% | 1% | 6 | -7% | 7% | -2% | -4% | 26%
CCN(C(=O)CN1CCN(c2ccccc2)CC1)c1c(N)n(Cc2ccccc2)c(=O)[nH]c1=O | 0% | 0%[15.4 µM] | 0% | 8% | -1% | -12 | 1% | 1% | 0% | 3% | -9%

# The list goes on, starting with the last 4 of the part before.
smiles | ELG1 DNA repair | Eya2 phos inh | TSG101-PTAP inh | ASM inhibitor | Tb PFK inh | TSHR antagonist | Chronic BCR inh | TCR act | Mito fusion act | A-T KAP1 phos | Integrin act MD
CCN(CC)C1CCN(C(=O)c2cc(COc3ccccc3SC)on2)C1 (centres undefined) | 3% | 11% | 0% | 4% | -6% | 3 | ? | -3% | 2% | 0% | ?
COc1cc(NC(=O)c2csc3c2CCCC3)ncn1 | ? | -3% | 3% | -2% | -4% | -10 | -7% | 6% | 1% | . | 17%
COc1ccc(NC(=O)/C=C/C(=O)O)cc1Cl | 4% | 9% | -18% | 5% | 1% | 6 | -7% | 7% | -2% | -4% | 26%
CCN(C(=O)CN1CCN(c2ccccc2)CC1)c1c(N)n(Cc2ccccc2)c(=O)[nH]c1=O | 0% | 0%[15.4 µM] | 0% | 8% | -1% | -12 | 1% | 1% | 0% | 3% | -9%
CC(=O)Nc1ccc(S(=O)(=O)Nc2nc3ccccc3nc2Nc2ccccc2)cc1 | ? | -2% | -4% | 45%[activator] | 0% | 8 | -6% | -2%[46.1 µM] | 11% | 2% | 38%
O=C(CNC(=O)OCc1ccccc1)Oc1cc2oc(=O)cc(-c3ccccc3)c2cc1Cl | ? | -2% | -2% | 72%[activator] | -3% | -14 | ? | . | 10% | 4% | ?
COc1ccc(-c2oc3ncnc(N)c3c2-c2ccccc2)cc1 | ? | -3% | 3% | -1% | -4% | 12 | ? | 3% | 0% | 3% | -5%[7.66 µM]
C=CCN1C(=O)C(Cc2cccc(Cl)c2)SC1=Nc1ccc(C(=O)O)cc1 (centres undefined) | 1% | 1% | -5% | -1% | -5% | 11 | ? | 1% | -4% | 1% | 0%
CC(Cl)C(=O)c1c[nH]c2ccccc12 (centres undefined) | -7% | -4% | -4% | 7% | 0% | 7 | -2% | 2% | -2% | -12% | -6%
Cc1ccc(OCC(O)CN2CCN(Cc3ccc4c(c3)OCO4)CC2)c(C)c1 (centres undefined) | -9% | -1% | 0%&-1% | -1%&1% | 2% | 7 | -3% | 0%&-2% | 14% | 9% | -15%&29%
CC(CCc1ccco1)NC(=O)CCc1nnc2ccc(NCc3ccccc3)nn12 (centres undefined) | -5% | 2% | -4% | -1% | 5% | -11 | -11% | 13% | 2% | 5% | 0%
CCc1cccc2c(=O)c(C(=O)N3CCCCCC3)c[nH]c12 | 15% | 0% | -7% | -1% | -4% | -3 | 0% | 4% | -4% | -3% | -9%
COc1cccc(/C=N/NC(=O)C(=O)N/N=C/c2cccc(OC)c2O)c1O | ? | 1% | 0% | 1% | -3% | -5 | 4% | 12% | -1% | -5% | 10%
CCN(CC)S(=O)(=O)c1ccc(C(=O)NCC2(N3CCOCC3)CCCCC2)cc1 | 2% | 5% | -2% | 0% | 0% | -2 | 1% | -3% | -1% | 3% | 8%
CCCCC[C@]12Cc3ccccc3C(O1)c1c(cc(C)oc1=O)O2 | . | -7%[15.4 µM] | . | . | 0%[11.5 µM] | . | 1%[9.22 µM] | . | -3%[9.22 µM] | 6%[11.5 µM] | .
Cc1ccc2c(CC(=O)NC3CCS(=O)(=O)C3)coc2c1C (centres undefined) | ? | 0% | -4% | 4% | 3% | 4 | -19% | 7% | -7% | 3% | 0%
Cn1nnnc1SCc1nc2ccccc2[nH]1 | ? | -3% | -2% | 4% | 0% | -2 | 2% | 2% | 2% | 0% | 4%

# Screening data from PubChem.
